thrombin 1536: human alpha-thrombin inhibitors, primary screen, counter-screen for coagulation protease inhibitor project, biochemical, 1536-well, fluorogenic AMC substrate | Boc-VPR-AMC fluorogenic substrate cleavage | inhibition, % at 5 µM | hit rate 0.26% among 220,000;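 active = inhibition at or above 40%; inactive = inhibition below 40%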;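 note: 0% = enzyme with no compound and 100% = wells without enzyme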
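System – human alpha-thrombin · Medium – pH 7.5 Tris (50 mM) with NaCl 150 mM, Tween 20 0.05% · Compound – single-point dosing at 5 µM, 0.2% DMSO · Incubation – enzyme reaction carried out at room temperature · Technique – fluorescence of released AMC, ex 355 nm, em 460 nm · Read-out basis – % inhibition of thrombin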
FXIa inh 1536: human FXIa protease inhibitors, primary screen, biochemical, 1536-well. inhibition, % at 5 µM. AID 798, 2007. purified FXIa, Boc-Glu-Ala-Arg-AMC fluorogenic substrate. hit rate 0.14% among 220,000. Coagulation factor XI (Homo sapiens), P03951;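 active = inhibition of at least 40%; inactive = inhibition below 40%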;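 note: fluorescence of freed AMC excited at 355 nm; 0% = enzyme without compound and 100% = no enzyme blank; many of its hits are not listed in these tables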
Wee1 degr inh: Wee1 degradation inhibitors, primary screen, cell-based, HeLa, Wee1K328M-luciferase, luminescence | Wee1-like protein kinase (Homo sapiens), P30291 | HeLa Luc-Wee1K328M stability; 100% = proteasome inhibitor MG132 effect | reporter increase, % at 5 µM | hit rate 1.2% among 220,000 | AID 1321, 2008;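 active = activation above the mean of all tested compounds plus 3 SD, set per screening run, cut at about 8.8% in these data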;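 note: cells exposed to compound for 20 h before luminescence read; 0% = DMSO alone and 100% = MG132 at 30 µM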
Cl transport mod: KCC2 cotransporter modulators, thallium flux, primary screen, cell-based, HEK293 KCC2, FluoZin-2 fluorescence, MLSMR; AID 1456, 2008; B-score of Tl+ flux slope (higher = more flux/activation; lower = inhibition) at 10 µM; Solute carrier family 12 member 5 (Homo sapiens), Q9H2X9; hit rate 2.2% among 190,000; KCC2 cells, thallium flux FluoZin-2 fluorescence;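 active = thallium flux slope and its plate-corrected score both differing from the plate sample mean at a set confidence after two filtering rounds, in either direction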;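 note: slope of fluorescence scaled to starting intensity during 10 to 20 s after thallium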
FXIIa inh: human FXIIa protease inhibitors, primary screen, biochemical, 1536-well. purified FXIIa, Boc-QGR-AMC fluorogenic substrate, 2 h. inhibition, % at 5 µM. hit rate 0.3% among 220,000; in the data active = inhibition above about 40%;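 note: 0% = enzyme with no compound and 100% = blank without enzyme; many of its hits are not listed in these tables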
PERK inh: block of dimerizer-induced PERK translation repression, primary screen, PERK inhibitor project, CHO PERK-DD cells, SEAP luminescence, HTS | Eukaryotic translation initiation factor 2-alpha kinase 3 (Homo sapiens), Q9NZJ5 | CHO PERK-DD fusion, SEAP luminescence translation reporter | inhibition, % at 5.6 µM | hit rate 0.17% among 220,000;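 active = inhibition above the mean inhibition of all tested compounds plus 3 SD, set separately per screening campaign, cut at about 2.9% in these data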;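 note: PERK kinase domain activated by AP20187 dimerizer at 100 nM; 0% = DMSO with dimerizer and 100% = rapamycin at 8.4 µM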
Target sequence (Q9NZJ5 whole entry, looked up, the tested form may be a part): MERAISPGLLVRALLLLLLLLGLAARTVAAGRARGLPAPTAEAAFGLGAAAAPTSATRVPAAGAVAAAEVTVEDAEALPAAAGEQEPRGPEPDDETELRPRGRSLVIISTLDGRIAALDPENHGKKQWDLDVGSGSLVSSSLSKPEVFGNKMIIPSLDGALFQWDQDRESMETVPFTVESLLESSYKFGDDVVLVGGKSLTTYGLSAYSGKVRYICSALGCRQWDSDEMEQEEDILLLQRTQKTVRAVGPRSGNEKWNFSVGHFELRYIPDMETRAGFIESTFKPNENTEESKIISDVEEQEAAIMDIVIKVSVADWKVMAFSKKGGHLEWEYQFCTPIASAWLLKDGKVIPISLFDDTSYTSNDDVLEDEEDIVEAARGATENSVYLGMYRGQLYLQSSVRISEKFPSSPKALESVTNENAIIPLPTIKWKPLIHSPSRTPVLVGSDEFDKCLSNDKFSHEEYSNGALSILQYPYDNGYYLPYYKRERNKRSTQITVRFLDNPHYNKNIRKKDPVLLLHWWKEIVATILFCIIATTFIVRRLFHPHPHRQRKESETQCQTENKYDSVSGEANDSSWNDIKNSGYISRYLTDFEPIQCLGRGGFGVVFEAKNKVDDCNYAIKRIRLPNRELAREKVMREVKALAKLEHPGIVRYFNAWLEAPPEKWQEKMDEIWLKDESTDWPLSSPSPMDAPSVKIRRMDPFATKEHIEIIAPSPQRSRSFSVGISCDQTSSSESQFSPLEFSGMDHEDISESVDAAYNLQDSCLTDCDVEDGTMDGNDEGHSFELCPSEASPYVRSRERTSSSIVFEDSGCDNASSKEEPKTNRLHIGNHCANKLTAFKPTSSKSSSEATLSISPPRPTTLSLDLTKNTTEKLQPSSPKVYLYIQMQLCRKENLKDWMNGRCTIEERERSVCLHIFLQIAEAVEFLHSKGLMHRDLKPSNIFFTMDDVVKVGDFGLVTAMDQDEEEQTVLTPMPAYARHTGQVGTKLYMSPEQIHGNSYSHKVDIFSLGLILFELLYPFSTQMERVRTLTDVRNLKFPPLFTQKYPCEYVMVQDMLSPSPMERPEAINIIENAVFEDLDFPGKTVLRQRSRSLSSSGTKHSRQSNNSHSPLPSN
p97 inhibitor: inhibitors of human p97 ATPase, primary screen, biochemical; hit rate 0.42% among 220,000; inhibition, % at 8 µM; AID 1481, 2009; recombinant p97 ATPase, Kinase-Glo ATP luminescence, 3 h; Transitional endoplasmic reticulum ATPase (Homo sapiens), P55072; in the data active = inhibition above about 15%;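 note: 0% = DMSO vehicle and 100% = wells lacking enzyme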
Furin inh: human furin inhibitors, primary screen, biochemical, fluorescence intensity | inhibition, % at 30 µM | P09958 | purified furin, fluorogenic substrate cleavage | hit rate 0.061% among 220,000 | AID 463115, 2010; in the data active = inhibition above about 25%; note: inactives centre near -15
KLK5 inh: human KLK5 protease inhibitors, primary screen, biochemical, 1536-well; Kallikrein-5 (Homo sapiens), Q9Y337; hit rate 0.59% among 210,000; inhibition, % at 5 µM; recombinant hK5, fluorogenic AMC substrate cleavage;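 active = inhibition of 40% or more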;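 note: 0% = enzyme controls without compound and 100% = no-enzyme blanks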
* = called active by the depositor; x = no result given; [ ] = another dose, or the depositor's remark.

SMILES	thrombin 1536	FXIa inh 1536	Wee1 degr inh	Cl transport mod	FXIIa inh	PERK inh	p97 inhibitor	Furin inh	KLK5 inh
Cc1ccc(-c2csc(NC(=O)C[n+]3cc(-c4ccccc4)n4c3CCC4)n2)cc1	-1	0	-2	-2.3	1	-1.1	8	-13	0
CCCCn1c(=NC(=O)c2cccnc2)c(C(=O)OCC)cc2c(=O)n3ccccc3nc21	2	5	0	-1.4	9	-1.6	-4	-8[20 µM]	-54
Cc1nc(CSc2nnc(Nc3cccc(C)c3C)s2)cs1	-3	2	-2	-1.2	16	-0.3	-1	-13	-11
COc1cc(OC)cc(C(=O)NNC(=O)c2ccccn2)c1	-7	5	-4	2.2	4	-0.3	3	-12	-37
O=C(c1noc2c1CCCCC2)N1CCOCC1	-1	-3	-1	0.044	10	0.4	5	-17	1
CCOc1ccccc1C(=O)Nc1ccc(S(=O)(=O)N2CCOCC2)cc1	-6	-12	0	x	0	-1.2	-2	-17	1
C=CCc1cccc2cc(C(=O)NNC(=O)c3ccncc3)c(=O)oc12	-11	-1	-1	4.8*	7	0.3	1	-20	4
COc1ccc(CC2NCCC3(O)CCCCC23)cc1 (centres undefined)	4	3	-1	1	13	-0.2	4	-20	-6
CCOC(=O)N1CCN(Cc2cccs2)CC1	2	6	0	0.67	16	0.3	5	-14	-4
C=CCn1c(SCC(=O)NC2CCS(=O)(=O)C2)nc2scc(C3CC3)c2c1=O (centres undefined)	-5	3	9.7*	-0.86	18	0.2	-1	-36	-18
CCCCn1c(CN2CCN(C)CC2)nc2ccccc21	1	-4	-4	-0.43	5	-0.5	-5	-22	0
CC(C)(C)OC(=O)NCC(=O)NCC(=O)OCc1ccccc1	7	10	-1	x	17	1.0	1	-18	13

Two records picked at random from those above:
SMILES	thrombin 1536	FXIa inh 1536	Wee1 degr inh	Cl transport mod	FXIIa inh	PERK inh	p97 inhibitor	Furin inh	KLK5 inh
O=C(c1noc2c1CCCCC2)N1CCOCC1	-1	-3	-1	0.044	10	0.4	5	-17	1
Cc1ccc(-c2csc(NC(=O)C[n+]3cc(-c4ccccc4)n4c3CCC4)n2)cc1	-1	0	-2	-2.3	1	-1.1	8	-13	0

Further records follow.
SMILES	thrombin 1536	FXIa inh 1536	Wee1 degr inh	Cl transport mod	FXIIa inh	PERK inh	p97 inhibitor	Furin inh	KLK5 inh
O=C(Nc1nnc(CSCc2ccc(F)cc2)s1)c1cccc([N+](=O)[O-])c1	37	-9	2	-0.4	-7	0.0	-5	-18	8
O=C1CN(C(=O)/C=C/c2cccc(Cl)c2)c2ccccc2N1	-5	-5	0	-0.15	6	0.2	-2	-6	-6
O=S(=O)(c1ccc(Cl)s1)N1CCCc2cccc(O)c21	-5	-6	9.2*	0.37	4	0.7	-4	-20[20 µM]	-20
CCc1ccc(Oc2nnnn2-c2ccc(C(N)=O)cc2)cc1	2	-7	1	-0.38	-9	1.1	1	-13	-22
COc1ccc(CCNC(=O)c2cnc3ccccn3c2=O)cc1	3	15	-1	1.1	13	0.7	5	-11	4
CCNc1nc(SC(C)C(=O)OC)nc(N(C)C)n1 (centres undefined)	0	6	-2	0.024	6	-0.2	-6	5	8
O=C(Cc1csc(N2CCOCC2)n1)N/N=C/c1ccc(Cl)cc1Cl	-4	-10	0	-0.87	10	-1.1	-3	-7[20 µM]	-19
O=C1C2C3C=CC(C3)C2C(=O)N1c1ncn[nH]1 (centres undefined)	-3	-9	-1	-0.34	2	0.9	4	-29	3
O=C(Nc1cccc(S(=O)(=O)N2CCCC2)c1)c1ccc2c(c1)OCO2	-14	-2	0	1.6	8	-0.5	2	-9	-11
COc1ccc(S(=O)(=O)N2CCOCC2)cc1NC(=O)CSc1nnc(C2CC2)n1N	-7	-3	-1	-0.1	5	0.1	-5	-17	-1
Cc1ccc(S(=O)(=O)CC(O)COc2ccccc2C#N)cc1 (centres undefined)	5	1	0	0	-15	2.8	2	-10	-18
O=C(O)c1cc(-c2ccc3c(c2)OCO3)nc2ccc(Br)cc12	2	-12	-2	-0.95	2	-0.4	1	-14	-18

Overlap with the part before: 6 entries, followed by the next part.
SMILES	thrombin 1536	FXIa inh 1536	Wee1 degr inh	Cl transport mod	FXIIa inh	PERK inh	p97 inhibitor	Furin inh	KLK5 inh
O=C(Cc1csc(N2CCOCC2)n1)N/N=C/c1ccc(Cl)cc1Cl	-4	-10	0	-0.87	10	-1.1	-3	-7[20 µM]	-19
O=C1C2C3C=CC(C3)C2C(=O)N1c1ncn[nH]1 (centres undefined)	-3	-9	-1	-0.34	2	0.9	4	-29	3
O=C(Nc1cccc(S(=O)(=O)N2CCCC2)c1)c1ccc2c(c1)OCO2	-14	-2	0	1.6	8	-0.5	2	-9	-11
COc1ccc(S(=O)(=O)N2CCOCC2)cc1NC(=O)CSc1nnc(C2CC2)n1N	-7	-3	-1	-0.1	5	0.1	-5	-17	-1
Cc1ccc(S(=O)(=O)CC(O)COc2ccccc2C#N)cc1 (centres undefined)	5	1	0	0	-15	2.8	2	-10	-18
O=C(O)c1cc(-c2ccc3c(c2)OCO3)nc2ccc(Br)cc12	2	-12	-2	-0.95	2	-0.4	1	-14	-18
CCCNC(=O)C1CCN(c2ccc(S(=O)(=O)N3CCOCC3)cc2Cl)CC1	4	7	3	0.45	15	0.2	2	-13[20 µM]	-6
CCCN1C2CCCC1CC(NC(=O)c1ccccc1)C2 (centres undefined)	-4	-5	2	-0.34	2	0.0	8	-4	-5
CCOc1ccc(-c2ccc(SCC(=O)Nc3nnc(C)s3)nn2)cc1	1	-3	0	0.66	2	1.1	1	-8	-12
O=C(c1ccccc1C(=O)N1CCN(c2ccccc2F)CC1)N1CCN(c2ccccc2F)CC1	-5	-5	-1	-0.47	6	-1.2	0	-1	-2
Cc1ccc(NC(=O)/C=C/c2ccc3c(c2)OCO3)cc1S(=O)(=O)N1CCOCC1	0	3	0	-1.3	10	-0.7	4	-6	-8
CCn1c(-c2ccc(F)cc2)cnc1SCC(=O)N1CCc2ccccc21	0	10	4	-0.74	10	-0.9	0	-27	-24
CN1CCN(c2ccccc2NC(=O)c2ccc(F)cc2)CC1	-5	-6	-4	0.017	0	0.5	-6	-21	-5
CN(C)c1ccc(NC(=O)c2ccc([N+](=O)[O-])cc2Cl)cc1	-9	4	1	0.9	13	0.5	8	-15	-15
O=C(CCS(=O)(=O)c1ccc(Cl)cc1)N1CCN(c2ccccc2F)CC1	-3	-1	8	x	7	1.1	6	-29	2
O=C(Cc1nn[nH]n1)c1ccccc1O	-5	1	-5	0.13	2	1.5	4	-18	-9
CCSc1cc(Cl)nc(N)n1	-6	-6	-1	0.27	-4	1.8	6	-20	-7
CCOC(=O)Cn1c(-c2cccnc2Cl)nc2cc(Cl)c(Cl)cc21	-13	-1	-3	-0.016	-14	0.2	4	-6[20 µM]	-2
O=C(NCc1ccccn1)c1nc(-c2cccs2)no1	0	0	8	0.19	7	-0.1	1	-15	0
Cc1[nH]c2ccccc2c1/C=N/Nc1nc(Nc2ccc(F)cc2)nc(N2CCOCC2)n1	-8	-6	-1	x	0	0.3	5	-30[20 µM]	3
COc1ccc(CN2CCN(C(=O)C3CCN(S(=O)(=O)c4cccs4)CC3)CC2)c(OC)c1OC	2	-5	0	-0.15	0	0.5	0	-29	-4
CCN(CC)CCCNC(=O)CCC(=O)Nc1ccc2nc(N3CCC(C)CC3)cc(C)c2c1	-4	0	7	0.72	-3	0.2	-2	-6	-26
O=C(CSc1cccc2cccnc12)N/N=C/c1ccc(O)cc1	-10	-3	-1	0.84	8	-0.1	0	-10	-6
O=C(O)CCC(=O)N1CCN(c2ccc(C(=O)c3ccc(F)cc3)cc2)CC1	4	19	1	x	23	0.1	3	-25[20 µM]	1
COC(=O)C1(Cc2ccccc2)NC(c2ccc(F)cc2)C2C(=O)N(C)C(=O)C21 (centres undefined)	9	23	-2	0.46	29	-0.8	-9	-5[20 µM]	1
O=C(CCCN1C(=O)/C(=C/c2ccccc2Cl)SC1=S)NNC(=O)c1ccccc1Cl	-5	6	1	-0.076	5	0.4	5	-6	-9
CN(C)c1cc[n+](CC(=O)c2ccc(Br)cc2)cc1	13	-4	-1	0.9	3	0.1	5	-29	-2
CCN(CC)C(=O)CSc1nc2ccccc2c(=O)n1CC	22	5	-1	-0.65	17	-2.3	1	-9[20 µM]	88*
Cc1cn(C2CC3OCC3O2)c(=O)[nH]c1=O (centres undefined)	-7	-7	-3	x	-1	1.0	-2	-17[20 µM]	-5
Cc1cc([N+](=O)[O-])nn1CC(=O)Nc1nc2ccccc2s1	9	8	2	x	15	0.3	-3	2	12
COc1ccccc1OCc1ccc(C(=O)Nc2ccccc2F)cc1	-10	1	-1	-0.36	12	0.9	0	-28	-7
CCOC(=O)C1=C(CC)Nc2ccccc2N/C1=N\S(=O)(=O)c1cc(Br)ccc1Br	-13	-3	-1	-4*	0	1.5	1	-17	-1
O=S(=O)(c1ccccc1)N(CC(O)Cn1c2ccccc2c2ccccc21)c1ccccc1 (centres undefined)	-5	6	-2	0.03	11	-1.4	-4	-8[20 µM]	-14
CCOC(=O)c1cc2c(=O)n3ccccc3nc2n(CC(C)C)c1=NC(=O)c1ccco1	-9	0	0	-1.9	-2	-0.6	-5	-41[20 µM]	-5
c1ccc(-c2c[n+]3c(n2-c2ccccc2)CCC3)cc1	1	1	-3	-0.21	2	0.5	9	-22	0
CN(C)/C=C/C(=O)c1ccc(Oc2ccccc2)cc1	2	-1	1	-1.5	-7	1.7	-1	15	-25
CCCCNC(=O)CCCCCNS(=O)(=O)c1ccc(OC)cc1	4	-5	2	x	-3	0.6	-3	-13	-11
CCOC(=O)N1CCC(NC(=O)C2CCCCN2S(=O)(=O)c2ccc(F)cc2)CC1 (centres undefined)	-7	3	-2	0.11	14	-0.2	-7	-15	-10
O=C1C2C(c3ccccc3)CC=CC2[C@H](c2cccc([N+](=O)[O-])c2)N1Cc1ccccc1 (some centres undefined)	-3	-2	x	-1.3	2	x	x	-7	-1

Part of the list above, reduced to FXIIa inh:
SMILES | FXIIa inh
O=S(=O)(c1ccccc1)N(CC(O)Cn1c2ccccc2c2ccccc21)c1ccccc1 (centres undefined) | 11
CCOC(=O)c1cc2c(=O)n3ccccc3nc2n(CC(C)C)c1=NC(=O)c1ccco1 | -2

Compound activity: PubChem, several laboratories

Outcome played no part in choosing rows. Share with any hit: about 4.4%.
